Glioma ERSR ind: inducers of ER stress response in human glioma cells | Potency, µM, for the others: top-dose activation, actives largely listed as activators | U87-MG GRP78 promoter luciferase reporter, 16 h | hit rate 0.02% among 420,000; note: potency is the fitted concentration of half-maximal effect; series mostly up to about 76 µM; % of control where 0% means no effect; nearly all actives have a fitted effect of over 35% in size
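Stably transfected U87-MG human glioma cells carrying a GRP78-based luminescent sensor were seeded at 1000 cells/well, pin-dosed with compounds and incubated 16 h. Luciferase reagent was then added, and end-point luminescence was read after 10 min at room temperature.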
LDHA block: inhibitors of human lactate dehydrogenase A. hit rate 0.15% among 480,000. purified LDHA, NADH/diaphorase-resazurin fluorescence; hits give low values. P00338. activity change, % (values are at about 110 or 230 µM); in the data active = activity change below about -30%; inconclusive = mostly about -25% to -30%;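 note: plate controls were DMSO wells for no effect and wells without enzyme for full effect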
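Human LDH5 at 2 nM final in Tris HCl pH 7.4 with 0.06 mM NADH and 0.2 mM pyruvate, reacted 5 minutes at room temperature. Remaining NADH coupled via diaphorase/resazurin; resorufin fluorescence read at 0 and 20 minutes, normalized to enzyme-free and DMSO wells.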
ALOX12 inh: inhibitors of human 12S-lipoxygenase ALOX12; Potency, µM (highest dose often 108 µM), without a hit: top-dose activity change, negative = inhibition, most hits filed as inhibitors; AID 1671190; purified 12hLO, xylenol orange hydroperoxide absorbance; hit rate 1.1% among 580,000; note: potency is the fitted concentration of half-maximal effect; % is set by controls: 0 for no effect and ±100 for the full control effect
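Purified human 12hLO at 150 nM in 25 mM Hepes, 0.01% Triton X-100, pH 7.0, preincubated 15 min at room temperature with compound. Reaction started with 40 uM arachidonic acid, 30 min at room temperature. Hydroperoxide measured by Fe-xylenol orange, 573/405 nm absorbance ratio.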
Vif-A3G inh: Vif-A3G binding inhibition; HeLa A3G-eYFP + Vif (tagged APOBEC3G with the HIV-1 protein that degrades it), YFP fluorescence, overnight; Q9HC16; hit rate 0.076% among 410,000; Potency, µM (titrated, usually from 46.1 µM), for the others: top-dose activity, negative = active, actives largely listed as inhibitors;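 note: potency is the fitted concentration of half-maximal effect; % is set by controls: 0 for no effect and ±100 for the full control effect; nearly all actives have a fitted effect of over 60% in size; hits raise eYFP signal because A3G escapes Vif-driven loss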
Target sequence (Q9HC16 whole entry, looked up): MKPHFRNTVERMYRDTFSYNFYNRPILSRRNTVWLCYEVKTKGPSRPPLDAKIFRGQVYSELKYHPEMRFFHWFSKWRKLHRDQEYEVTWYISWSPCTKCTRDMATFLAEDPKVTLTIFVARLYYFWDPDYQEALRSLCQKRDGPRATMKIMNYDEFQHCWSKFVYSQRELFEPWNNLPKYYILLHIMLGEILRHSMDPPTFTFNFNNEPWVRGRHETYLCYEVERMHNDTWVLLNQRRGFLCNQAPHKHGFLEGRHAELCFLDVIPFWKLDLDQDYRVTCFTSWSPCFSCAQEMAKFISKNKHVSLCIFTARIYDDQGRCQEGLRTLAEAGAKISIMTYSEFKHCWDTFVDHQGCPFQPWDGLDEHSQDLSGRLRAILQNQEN
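HeLa cells stably expressing Vif and C-terminally eYFP-tagged A3G, seeded overnight at 37 deg C, then exposed to compound by pintool overnight at 37 deg C. Rise in yellow fluorescence (Ex 488/Em 500-530, Acumen) marks blocked Vif-driven A3G degradation.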
Vif-APOBEC3F blk: Vif-A3F binding inhibition; hit rate 0.2% among 390,000; HeLa A3F-eYFP + Vif (tagged APOBEC3F with the HIV-1 protein that degrades it), YFP fluorescence increase; Potency, µM (titrated, usually from 46.1 µM), without a hit: at the top dose activity, negative = active; note: potency is the fitted concentration of half-maximal effect; % of control where 0% means no effect; nearly all actives have a fitted effect of over 65% in size
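Fluorescence increase (Ex 488/Em 500-530) after overnight compound treatment at 37 deg C flags inhibition of Vif-driven A3F-eYFP loss in stable HeLa A3F-eYFP/Vif cells seeded overnight beforehand.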
ERG Ets-DNA blk: inhibitors of human ERG Ets domain-DNA interaction; P11308; fluorescence polarization, His-ERG Ets domain / labelled DNA; Potency, µM (doses to about 76.9 µM), inactives show at the top dose FP activity, negative = inhibition, most hits filed as inhibitors; hit rate 0.028% among 370,000; active = well fitted inhibition curve with a large enough effect in the polarisation, with a control signal flat; inconclusive = small, poorly fitted or top-dose-only effect, or effect the other way, or a change in a side signal; inactive = no such curve, though single readings can be large or run the other way; the % refers to the polarisation;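 note: polarization taken with two DNA probes labelled with fluorescein and Texas red; potency is the fitted concentration of half-maximal effect; % of control where 0% means no effect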
Target sequence (P11308 whole entry, looked up, the tested form may be a part): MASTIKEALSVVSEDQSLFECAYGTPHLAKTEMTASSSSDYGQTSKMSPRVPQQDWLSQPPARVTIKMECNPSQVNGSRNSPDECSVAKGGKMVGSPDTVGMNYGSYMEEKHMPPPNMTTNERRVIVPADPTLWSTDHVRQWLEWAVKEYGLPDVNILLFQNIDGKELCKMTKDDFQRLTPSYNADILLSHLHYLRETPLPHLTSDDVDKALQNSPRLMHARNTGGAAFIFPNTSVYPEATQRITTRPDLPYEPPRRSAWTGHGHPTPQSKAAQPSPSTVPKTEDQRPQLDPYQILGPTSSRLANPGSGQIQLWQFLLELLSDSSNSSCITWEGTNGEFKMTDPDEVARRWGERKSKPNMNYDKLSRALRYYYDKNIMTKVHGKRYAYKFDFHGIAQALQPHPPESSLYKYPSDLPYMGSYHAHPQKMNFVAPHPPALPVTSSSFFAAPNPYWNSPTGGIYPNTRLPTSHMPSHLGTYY
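His-tagged ERG Ets domain (1 uM in the protein solution; 300mM KCl, 50mM Tris-HCl, 1mM EDTA, 1mM DTT, pH 7.5) received compound, then a probe mix of 5 nM fluorescein-DNA and 100nM Texas-615-DNA. Fluorescence polarization was read for both dyes.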
D2 ag: agonists of human D2 dopamine receptor; P14416; HEK293 T-REx D2 cells, calcium flux agonist mode; activation, % at 2 µM; AID 485358; hit rate 0.53% among 340,000;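 active = activation over 3 SD above normal in the single-dose calcium agonist read, cut at about 30% in these data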; note: 0% is about no effect
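Tetracycline-induced HEK293 Trex cells with D2 receptor force-coupled to calcium signaling, plated overnight at 30 C and loaded with no-wash calcium dye. Calcium flux read kinetically for 180 s after compound addition; responses flag agonists.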
RGS4 inh: inhibitors of human regulator of G protein signaling 4; P49798; Transcreener GDP fluorescence polarization, RGS4-accelerated GTP hydrolysis; Potency, µM (top dose mostly 114 µM), for the others: top-dose activity change, negative = inhibition, actives largely listed as inhibitors; hit rate 0.039% among 390,000; AID 504845; note: potency is the fitted concentration of half-maximal effect; % is set by controls: 0 for no effect and ±100 for the full control effect; nearly all actives have a fitted effect of over 75% in size; some results filed as inactive show a strong effect at the top dose
Target sequence (P49798 whole entry, looked up): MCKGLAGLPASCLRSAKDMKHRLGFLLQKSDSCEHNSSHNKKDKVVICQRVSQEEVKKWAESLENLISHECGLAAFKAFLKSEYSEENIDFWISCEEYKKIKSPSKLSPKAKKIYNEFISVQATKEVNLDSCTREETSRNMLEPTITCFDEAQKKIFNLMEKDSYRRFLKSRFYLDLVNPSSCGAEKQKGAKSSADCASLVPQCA
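MLSMR compounds (23 nl, pin-transferred) preincubated 10 min at room temperature with a 500nM (2x) first reagent, then RGS4 at 900nM (2x) plus Transcreener GDP mix added; fluorescence polarization (620/688 nm) read before and after 90 min at 30 °C.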
D2 antagonist: antagonizes the human D2 dopamine receptor. AID 485344. P14416. HEK293 TREx D2 cells, calcium flux, dopamine EC80. inhibition, % at 10 µM. hit rate 2% among 340,000; in the data active = inhibition above about 30%; note: 0% is about no effect
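Calcium mobilization kinetics were recorded at 1 s intervals in tetracycline-induced HEK293 T-REx D2 cells, first for 180 s after compound addition and then 180 s after EC80 dopamine.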
* = called active by the depositor; i = inactive; ? = inconclusive; / = no result given; & = joins results of further samples; [ ] = remark or other dose. Unless noted, calls come from the whole dose curve; as a rule, active = well fitted curve in the direction sought with a large enough effect; inconclusive = small, poorly fitted or top-dose-only effect, or another doubt; inactive = no such curve, though single readings can be large; an effect the other way counts as inactive or inconclusive. An excerpt; the hit share may differ from the screen's.

SMILES	Glioma ERSR ind	LDHA block	ALOX12 inh	Vif-A3G inh	Vif-APOBEC3F blk	ERG Ets-DNA blk	D2 ag	RGS4 inh	D2 antagonist
CCOCCCNC(=O)c1ccc2c(c1)NC(=O)C(CS(=O)(=O)Cc1ccc(F)cc1Cl)N2 (centres undefined)	1%	2	0%	1%	-29%	-5%	-0.5	-8%	/
O=S(=O)(NCCCCCNS(=O)(=O)c1ccc(F)cc1)c1ccc(F)cc1	-7%	3	-15%	-2%	7%	-6%	-0.2	18%	10
Oc1ccc(Cl)cc1-c1cc(-c2cccc(Br)c2)n[nH]1	?	-8	?	-14%	-1%	-8%	-0.1	17%	4
O=C(NCc1cc(C(F)(F)F)cc(C(F)(F)F)c1)C1CC(c2ccccc2C(F)(F)F)=NO1 (centres undefined)	6%	-9	-3%	-8%	1%	8%	1.0	24%	-6
CO/N=C/CC(=O)c1ccc(OC)cc1	0%	0	4%	-6%	7%	14%	-2.3	3%	-1
C/C=C\C=C\C(=O)Nc1cccc(C2=NOC3(C2)C[C@H](C(N)=O)N(C(=O)c2ccccc2C(=O)c2ccccc2)C3)c1 (some centres undefined)	-3%	0	/	-7%	1%	18%	0.2	-26%	1
CC(=O)Nc1ccc(S(=O)(=O)NCC(=O)OCC(=O)N2CC(C)OC(C)C2)cc1 (centres undefined)	-2%	-4	-19%	0%	1%	-1%	/	-9%	/
CC(C)(C)OC(=O)N1CCC(c2c(C(=O)NCc3ccco3)cnn2-c2ccccc2)CC1	-1%	0	-20%	1%	0%	6%	-1.1	3%	/
CCOC(=O)CSc1nnc(CNC(=O)c2ccco2)n1C	-3%	-1	-4%	1%	5%	0%	0.9	26%	11
CCc1c(C)sc2nc3c(C(=O)N4CCOCC4)cc(C(=O)c4cc(F)ccc4O)cn3c(=O)c12	2%	-3	-11%	0%	-11%	33%[activator]	/	-19%	/
Nc1nc(CN2CCN(c3ccccc3F)CC2)nc(Nc2ccccc2)n1	-6%	-1	-1%	2%	-3%	-1%	60*	-4%	47*
O=C(NCc1ccc(F)cc1)C1CCN(S(=O)(=O)c2ccc(N3CCCC3=O)cc2)CC1	-2%	-6	-3%	-2%	7%	/	/	/	/
Cc1c(C(=O)NCc2cccc([N+](=O)[O-])c2)sc(=O)n1Cc1ccccc1F	-2%	-5	-2%	-1%	/	/	/	/	/
CN(C)S(=O)(=O)c1ccc2c(c1)nnn2CCNC(=O)Nc1ccc(Cl)cc1	-1%	-11	?	-2%	5%	1%	1.8	6%	/
Cc1cccc(C)c1NC(=O)Nc1csc2c1CCCC2	-4%	-1	-3%	-2%	0%	-11%	-0.4	1%	/
COc1ccccc1Nc1nc2nonc2nc1N1CCCCC1C (centres undefined)	-6%	-3	-1%	-4%	0%	9%	0.7	10%	16
CCCCN(C(=O)Cn1nnc2ccccc21)C(C(=O)NCc1ccco1)c1ccncc1 (centres undefined)	-4%	2	1%	0%	-19%	1%	0.0	-6%	-13
O=C(CSc1ccccc1)Nc1ccc(C(=O)Nc2cccc(O)c2)cc1	2%	-5	-21%	-5%	-2%	9%	0.2	-12%[56.9 µM]	-24
Cc1ccccc1CSc1nnc(-c2cccnc2)n1N	1%	0	-7%	0%	-3%	7%	0.1	-3%	-8
COCCNC(=O)CN1C(=O)c2cccnc2Sc2ccccc21	-3%	-9	0%	-1%	-6%	3%	-0.7	1%	/
Cc1ccc(-c2nnc(-c3ccc4c(c3)OCO4)o2)cc1	2%	-15	-1%	-4%	-14%	3%	5.0	17%	-12
CC1=NN(c2ccccc2)C(=O)/C1=C\C=C\c1ccccc1	-9%	-3	?	-25%	0%	3%	1.2	-40%	2
Cc1cc(C)n(-c2ccc(C(=O)OC(C)C(=O)Nc3ccc(C(N)=O)cc3)cc2)n1 (centres undefined)	1%	1	1%	-6%	?	0%	0.0	-5%	18
O=C(N/N=C/c1cc(Cl)ccc1O)c1ccccc1Br	1%	1	-28%	1%	1%	-7%	/	25%	/
CCCC(=O)N1CCCC1(C)C(=O)Nc1ccc(-n2cncn2)cc1 (centres undefined)	-2%	0	5%	-3%	/	/	/	/	/
CCOc1ccc(-c2nc(C#N)c(NC3CC3)o2)cc1	1%	3&-2	-5%	5%	-9%	10%	-0.2	0%	23
Nc1cc(=O)nc(SCC(=O)N2CCN(c3ccccc3)CC2)n1-c1ccc(F)cc1	1%	1	/	-5%	-7%	4%	28	-24%	-19
COC(=O)COc1ccc(S(=O)(=O)NCC2CCCO2)cc1Cl (centres undefined)	7%	-5	-8%	5%	3%	5%	-2.9	-16%	7
COc1ccc(-c2nc3ccc(Br)cn3c2Cc2cccc(F)c2)cc1OC	0%	-6	?	-11%	/	/	/	/	/
COc1ccc(N(C(C)C(=O)N/N=C/c2ccc(OCC(C)C)cc2)S(C)(=O)=O)cc1 (centres undefined)	-5%	3	6%	-3%	1%	2%	-0.4	-14%	4
Cc1ccc(NC(=O)c2cc(NC(=O)c3ccccc3C(=O)O)ccc2N2CCCCC2)cc1	-2%	1	-14%	-7%	9%	5%	-0.1	-18%	-5
Cc1c(-c2nsc(NC(=O)c3cccs3)n2)nnn1-c1ccc(Br)cc1	-8%	-5	-9%	-16%	-1%	-14%	0.1	-41%	/
CSc1nc(C=Nc2ccccc2Cl)c(O)n1Cc1cccc(Cl)c1	0%	-12	?	-5%	11%	0%	-0.3	-49%	-20
CC1=N/C(=C\c2ccc([N+](=O)[O-])cc2)C(=O)N1c1ccc(Cl)cc1	-3%	-3	4%	1%	-10%	/	/	-1%	/
CC(C)CNC(=O)C(=O)NCc1ccccn1	2%	-9	31%[activator]	7%	13%	1%	-0.9	6%	-1
Cc1ccccc1/C=N/NC(=O)Cn1nnc(N)n1	-6%	-5	9%	1%	7%	5%	-0.4	2%	23
Cc1nn(C(=O)c2c(-c3ccccc3)noc2C)c(C)c1N=Nc1cc(C(F)(F)F)cc(C(F)(F)F)c1	-2%	1	i	-3%	2%	2%	-2.1	-5%	-12
Cc1ccc(S(=O)(=O)Nc2nc(-c3ccccc3)cs2)cc1	-1%	-15	-22%	1%	0%	13%	1.1	10%	-1
Cc1occc1C(=O)NC1CCCN(Cc2ccc(Cl)cc2)C1 (centres undefined)	-1%	-5	?	3%	?	40%[activator]	-0.1	-5%	3
O=S(=O)(c1cccc(Cl)c1)N1CCSc2ccccc21	-5%	2	-11%	-9%	?	14%	-0.3	-7%	21
O=C(O)COCC(=O)NC1CCN(Cc2ccccc2)CC1	-4%	-5	134%[activator]	-3%	-2%	3%	-2.1	9%	0
COc1cc(C(c2c(C)[nH][nH]c2=O)c2c(C)[nH][nH]c2=O)ccc1OS(=O)(=O)c1ccc(C)cc1	-1%	5	6%	-3%	/	-10%	0.9	0%	11
N#Cc1c(/N=C/c2ccco2)sc2c1CCCCC2	-12%	5	-22%	1%	-5%	11%	0.5	-8%	0
CCOC(=O)c1ccc(C(=O)NNC(=O)C2C3C=CC(C3)C2C(=O)O)cc1 (centres undefined)	1%	-3	-2%	-1%	-5%	-4%	-0.9	19%	10
O=C(c1ccc2ncsc2c1)N1CCCCC1	2%	-1	-20%	0%	0%	-1%	0.6	-9%	-5
CCN1CCN(CC(=O)c2ccc(C)cc2)CC1	-3%	-16	?	5%	3%	-3%	/	-18%	/
CCCCNC(=O)CSc1nc2ccc(C)cc2[nH]1	1%	-5	-8%	-6%	-2%	-1%	0.5	-7%	-1
CCCn1nnnc1SCC(=O)Nc1nnc(CC)s1	-2%	2	?	0%	-2%	-2%	-0.2	8%	0
CC1(C(=O)NS(=O)(=O)c2cccs2)CCN1C(=O)CC1CCCCC1 (centres undefined)	-2%	-2	-4%	1%	/	/	/	/	/
Cc1c(-c2cc(C(=O)O)on2)cnn1C	1%	-9	-4%	-6%	4%	3%	0.8	9%	-19
Cc1ccc(Cl)cc1N1CCN(Cc2cc(=O)n3ccsc3n2)CC1	-2%	-8	0%	-5%	-19%	-4%	-0.9	-8%	-24
COc1ccc(Cl)cc1NC(=O)C1CCCN(c2ncnc3c2nc2n3CCCCC2)C1 (centres undefined)	-1%	-1	16%	-7%	2%	6%	-0.6	13%	-1
CCOC(=O)Cc1nnc(NC(=O)C(CC)Sc2nnc3c4ccccc4n(C)c3n2)s1 (centres undefined)	-1%	-11	18%	0%	1%	/	0.2	19%	-9
O=C(c1ccco1)N1CCN(C(=O)C2CCN(S(=O)(=O)c3cnc[nH]3)CC2)CC1	-3%	-3	23%[57.4 µM]	-3%	-10%	-2%	0.6	15%	52*
CC(=O)Nc1ccc(OCC(O)Cn2cccn2)cc1 (centres undefined)	-4%	-8	8%	2%	1%	-4%	1.6	-6%	24
CCOC(=O)c1ccccc1NC(=O)CSc1nc2ccccc2c(=O)[nH]1	0%	-5	454%[activator]	-1%	2%	4%	-0.3	10%	0
COCC(C)OC(=O)c1c(N)n(CCCN2CCOCC2)c2nc3ccccc3nc12 (centres undefined)	0%	-6	-15%	1%	-23%	19%	-1.1	-11%	-7

Screening data (PubChem)
